697 NFkB inh: inhibitors of PMA/ionomycin-induced NF-kB reporter, 697 cells, primary screen, B-cell NF-kB inhibitor project, cell-based, luminescence, uHTS; 697 B-cell NF-kB luciferase reporter, 16 h; AID 435022, 2010; inhibition, % at 4 µM; hit rate 0.33% among 330,000; in the data active = inhibition above about 35%
UPR XBP1 act: activators of adaptive XBP1 UPR arm, primary screen, cell-based, CHO-XBP1 luciferase reporter, luminescence, uHTS; IRE1-XBP1 UPR activation; percent of tunicamycin response, DMSO as zero; hit rate 0.33% among 330,000; activation, % at 20 µM;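 active = versus positive control, 20 µM dose yields 30% or more activation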;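 also: 100% = tunicamycin at 10 µg/mL and 0% = DMSO only wells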
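Material: CHO-XBP1 cells stably carrying IRE1-XBP1-driven luciferase reporter / Amount: 1000 cells per well / Compound: 20 µM, 1% DMSO / Times: 6 h treatment, 37 °C / Detection: luciferase luminescence / Measure: % activation of reporter signal versus tunicamycin and DMSO controls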
tim23-1 inh: growth inhibitors of tim23-1 mutant yeast, primary screen, luminescence, uHTS; inhibition, % at 20 µM; S. cerevisiae tim23-1 growth, BacTiter-Glo luminescence, 24 h; AID 463212, 2010; hit rate 1.3% among 330,000;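 active = growth inhibition of the mutant yeast at or above 50%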;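 also: temperature-sensitive mutant grown at 25 °C; plate controls were DMSO-treated mutant yeast for no effect and medium wells lacking yeast for full effect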
CHOP UPR activ: activators of apoptotic CHOP UPR arm, primary screen, cell-based, CHO-CHOP luciferase reporter, luminescence, uHTS. UPR activation; percent of tunicamycin response over DMSO baseline. activation, % at 10 µM. hit rate 0.34% among 330,000;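 active = at 10 µM dose, activation of 40% or more, normalized to positive control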;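 also: 100% = tunicamycin at 10 µg/mL and 0% = DMSO alone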
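System: CHO-CHOP luciferase reporter cell line; amount: 500 cells/well; buffer or medium: F12 medium containing 10% fetal bovine serum; incubation: 6 h compound exposure at 37 °C after overnight seeding; measured by: luciferase luminescence after 10 min with Steady-Glo reagent; evaluation: % reporter activation, DMSO baseline versus tunicamycin full activation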
TIM10 inh: growth inhibitors of isogenic TIM10 control yeast, primary screen, counter-screen for tim10-1 yeast inhibitor project, luminescence, uHTS; S. cerevisiae TIM10 strain growth, BacTiter-Glo luminescence, 24 h; hit rate 1.4% among 330,000; inhibition, % at 10 µM;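 active = inhibition of 40% or more at the single tested concentration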;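 also: wild-type TIM10 isogenic control strain grown at permissive 25 °C; 0% = DMSO yeast wells and 100% = minimal medium wells without yeast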
tim10-1 inh: growth inhibitors of tim10-1 mutant yeast, primary screen, luminescence, uHTS. S. cerevisiae tim10-1 ts strain growth, BacTiter-Glo, 24 h. inhibition, % at 20 µM. hit rate 2.2% among 330,000. AID 463190, 2010;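 active = inhibition of at least 40%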;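 also: mutant grown at 25 °C; 0% = DMSO wells with yeast and 100% = wells holding no yeast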
Mdm2 MdmX PPI: inhibitors of human Mdm2-MdmX association, primary screen, cell-based, luminescence, split luciferase, SaOS-2, uHTS | Protein Mdm4 (Homo sapiens) + E3 ubiquitin-protein ligase Mdm2 (Homo sapiens), … | SaOS-2 split-luciferase Mdm2/MdmX complementation | inhibition, % at 8 µM | hit rate 3% among 330,000;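 active = inhibition of at least 50% at 8 µM in the primary screen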
Target sequence (O15151 whole entry, looked up): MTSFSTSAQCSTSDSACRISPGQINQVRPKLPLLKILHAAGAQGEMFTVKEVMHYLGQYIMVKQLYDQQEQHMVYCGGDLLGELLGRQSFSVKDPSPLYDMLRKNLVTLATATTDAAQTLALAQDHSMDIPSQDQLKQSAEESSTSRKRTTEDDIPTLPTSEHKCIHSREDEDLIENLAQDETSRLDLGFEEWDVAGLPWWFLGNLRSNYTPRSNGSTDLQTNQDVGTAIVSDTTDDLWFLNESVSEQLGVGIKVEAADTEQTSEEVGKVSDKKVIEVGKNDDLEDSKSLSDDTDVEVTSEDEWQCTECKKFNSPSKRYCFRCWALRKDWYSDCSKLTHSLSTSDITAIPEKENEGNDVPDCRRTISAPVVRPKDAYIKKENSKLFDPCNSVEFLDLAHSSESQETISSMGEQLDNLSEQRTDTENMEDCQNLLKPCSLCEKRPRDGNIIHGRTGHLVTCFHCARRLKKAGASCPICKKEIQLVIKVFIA
Target sequence (Q00987 whole entry, looked up): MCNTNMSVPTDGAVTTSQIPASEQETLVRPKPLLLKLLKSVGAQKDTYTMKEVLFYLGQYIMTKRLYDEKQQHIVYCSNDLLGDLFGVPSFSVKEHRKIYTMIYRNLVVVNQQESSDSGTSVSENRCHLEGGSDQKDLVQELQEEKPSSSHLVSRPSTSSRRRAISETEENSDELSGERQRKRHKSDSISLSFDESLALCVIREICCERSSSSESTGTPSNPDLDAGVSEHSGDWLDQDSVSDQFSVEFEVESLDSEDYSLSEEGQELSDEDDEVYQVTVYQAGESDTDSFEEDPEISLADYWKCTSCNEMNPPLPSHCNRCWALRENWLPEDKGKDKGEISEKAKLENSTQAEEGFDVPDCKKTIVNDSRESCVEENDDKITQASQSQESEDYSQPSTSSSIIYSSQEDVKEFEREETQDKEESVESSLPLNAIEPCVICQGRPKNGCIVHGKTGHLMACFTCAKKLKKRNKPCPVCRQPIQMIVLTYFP
Jurkat NFkB inh: inhibitors of induced NF-kB luciferase reporter, primary screen, TCR NF-kB activation inhibitor project, cell-based, luminescence, uHTS; hit rate 0.53% among 330,000; AID 435003, 2010; Jurkat, PMA/ionomycin-induced NF-kB luciferase reporter; inhibition, % at 4 µM; in the data active = inhibition above about 50%
* = called active by the depositor.

item	Compound	697 NFkB inh	UPR XBP1 act	tim23-1 inh	CHOP UPR activ	TIM10 inh	tim10-1 inh	Mdm2 MdmX PPI	Jurkat NFkB inh
1	C=CCn1c(SCC(=O)Nc2ccccc2C)nc2sc(C)c(C)c2c1=O	-17.1	-0.8	-14.7	-1.5	6.9	18.8	-2.1	-10.3
2	CCN(CC)c1ccc(NC(=O)CN2CCN(CC(=O)Nc3ccc(F)cc3)CC2)cc1	14.6	-0.4	1.9	-0.8	5.0	-1.6	17.6	1.4
3	Cc1cccc(OP(=O)(Nc2c(C)n(C)n(-c3ccccc3)c2=O)Oc2cccc(C)c2)c1	10.7	-4.1	20.4	-0.9	18.6	19.4	18.2	4.5
4	N#CC(c1cccc(Cl)c1)c1ccc2c(C(F)(F)F)cc(C(F)(F)F)nc2n1 (centres undefined)	66.2*	1.5	78.7*	17.7	74.9*	88.2*	98.1*	58.2*
5	O=C(/C=C/c1ccccc1O)c1ccc(Cl)cc1	-41.3	5.4	55.9*	6.1	42.2*	34.0	-2.8	-29.6
6	COc1ccc(CCNS(=O)(=O)c2ccc3c(c2)CCCC3)cc1OC	-0.7	-1.8	22.7	-2.2	-0.4	14.0	17.8	-0.6
7	CCN(CC)CCCNC(=O)c1ccccc1C	17.5	0.4	12.8	-2.0	-1.7	-3.8	-2.4	16.0
8	CN(C)C(=O)c1ccc(NC(=O)COC(=O)c2cc(S(=O)(=O)N(C)C)ccc2N2CCCC2)cc1	-6.4	-2.0	-1.1	0.2	-0.9	-20.7	14.6	-12.8
9	O=C(CSc1nc2ccccc2s1)N1CCCCC1	-82.4	1.1	26.2	4.3	25.9	23.0	-63.9	-42.7
10	CC(=O)c1ccc(NC(=O)c2ccc3nc(C)sc3c2)cc1	-52.0	-5.4	8.5	0.3	0.3	11.6	-46.7	-45.5
11	CCN(CCO)C(=O)C12CCC(C)(C(=O)C1)C2(C)C (centres undefined)	1.6	0.0	-3.8	-0.4	-7.7	16.7	-22.2	-0.4
12	Cc1nn(C)c(C)c1CNC(=O)c1nn2c(c1Cl)NC(c1cccs1)CC2C(F)(F)F (centres undefined)	-68.3	-2.7	17.0	0.1	0.1	7.9	27.0	28.4
13	O=C(N/N=C/C1CCCCC1)c1ccccn1	-2.4	2.6	-1.8	4.7	-6.0	10.9	22.3	12.9
14	Cc1cccc(C)c1OCC(O)CN1CCN(c2ccccn2)CC1 (centres undefined)	16.1	-1.1	1.6	0.1	-13.2	-3.9	12.3	-1.2
15	CC1(C)C2CCC1(C)C(OC(=O)CSc1nc(N)cc(=O)[nH]1)C2 (centres undefined)	7.2	-1.5	17.9	-1.8	18.4	25.7	-8.0	6.8

In a second layout: entries from further up
7. CCN(CC)CCCNC(=O)c1ccccc1C
  697 NFkB inh = 17.5	UPR XBP1 act = 0.4	tim23-1 inh = 12.8	CHOP UPR activ = -2.0	TIM10 inh = -1.7	tim10-1 inh = -3.8	Mdm2 MdmX PPI = -2.4	Jurkat NFkB inh = 16.0
8. CN(C)C(=O)c1ccc(NC(=O)COC(=O)c2cc(S(=O)(=O)N(C)C)ccc2N2CCCC2)cc1
  697 NFkB inh = -6.4	UPR XBP1 act = -2.0	tim23-1 inh = -1.1	CHOP UPR activ = 0.2	TIM10 inh = -0.9	tim10-1 inh = -20.7	Mdm2 MdmX PPI = 14.6	Jurkat NFkB inh = -12.8
9. O=C(CSc1nc2ccccc2s1)N1CCCCC1
  697 NFkB inh = -82.4	UPR XBP1 act = 1.1	tim23-1 inh = 26.2	CHOP UPR activ = 4.3	TIM10 inh = 25.9	tim10-1 inh = 23.0	Mdm2 MdmX PPI = -63.9	Jurkat NFkB inh = -42.7
10. CC(=O)c1ccc(NC(=O)c2ccc3nc(C)sc3c2)cc1
  697 NFkB inh = -52.0	UPR XBP1 act = -5.4	tim23-1 inh = 8.5	CHOP UPR activ = 0.3	TIM10 inh = 0.3	tim10-1 inh = 11.6	Mdm2 MdmX PPI = -46.7	Jurkat NFkB inh = -45.5

Next compounds follow:
item	Compound	697 NFkB inh	UPR XBP1 act	tim23-1 inh	CHOP UPR activ	TIM10 inh	tim10-1 inh	Mdm2 MdmX PPI	Jurkat NFkB inh
16	CC1(C)Cc2c(cnn2-c2ccc(F)cc2)C(NC(=O)c2ccoc2)C1 (centres undefined)	-13.4	-3.7	35.6	4.0	14.5	40.1*	-0.8	5.8
17	O=C(Nc1ccc(F)cc1)OCCOc1ccc([N+](=O)[O-])cc1	5.9	-7.5	4.3	0.3	-12.2	13.2	12.9	2.3
18	CN(C)c1ccc(C(=O)OCC(=O)N2CCOCC2)cc1	7.5	6.3	1.0	0.6	-18.0	6.5	-21.0	1.0
19	COc1ccc(NS(=O)(=O)c2cccs2)c(OC)c1	6.8	0.8	18.5	0.1	10.4	10.6	13.8	-5.1
20	Cc1ccc(NC(=S)N(Cc2ccc(Br)cc2)Cc2ccc(C(=O)O)cc2)cc1C	5.8	-2.9	23.0	-0.9	14.4	12.4	-25.7	1.5
21	O=C(NCc1nc2ccccc2[nH]1)C1=C[C@H](c2ccc(C(F)(F)F)cc2)C[C@H](OCc2ccc(CO)cc2)O1	18.7	-3.1	17.6	0.4	2.1	13.5	10.2	15.8
22	COc1ccc(CCNc2ccncn2)cc1	-7.4	3.6	1.0	-0.2	5.8	9.8	15.7	3.4
23	CCSc1nnc(NC(=O)CSc2nc3c(c(=O)n2CCOC)SC(C)C3)s1 (centres undefined)	-0.9	-2.4	2.0	-3.1	5.3	9.1	19.2	-7.4
24	Cc1ccccc1N=Nc1c(N)n[nH]c1N	16.6	-2.5	-11.7	0.9	-5.3	-17.8	26.0	3.6
25	Nc1ccc(C(=O)n2c3ccccc3c3ccccc32)cc1	26.7	1.6	1.0	-2.2	20.0	20.0	60.4*	45.1
26	CC(C)(C)c1csc(NC(=O)CSc2nc3ccccc3c(=O)[nH]2)n1	13.1	-2.3	17.6	-0.3	16.9	25.3	11.7	5.3
27	CCCCN(CC)CCCNC(=O)C1c2ccccc2C(=O)N(C)C1c1cn(C)c2ccccc12 (centres undefined)	-4.1	-1.4	1.1	-1.1	9.1	5.3	35.3	9.5
28	COC(=O)c1cc(C(=O)OC)cc(N2C(=O)CC(Sc3nc(C)cc(C)n3)C2=O)c1 (centres undefined)	1.0	1.2	5.8	1.5	5.8	22.7	11.4	-13.8
29	O=[N+]([O-])c1cc(Cl)ccc1N1CCCCC1	14.0	-0.7	1.0	0.9	6.2	-1.8	-9.8	-0.2
30	O=C(CSCc1nc2c(nnn2Cc2ccc(F)cc2)c(=O)[nH]1)Nc1cccc(C(F)(F)F)c1	-15.7	1.1	9.5	0.4	5.0	0.9	-19.6	-13.4
31	CCOC(=O)c1cc2c(=O)n3ccccc3nc2n(CCOC)c1=NC(=O)C(C)(C)C	0.0	-0.1	8.6	-0.5	1.2	16.9	19.2	6.6
32	CCOc1cc(N2CCOCC2)c(OCC)cc1NC(=O)CN1CCSC1=O	17.3	-0.1	-1.6	0.9	1.2	-10.2	10.2	8.0
33	O=C(N/N=C/c1cccc(Cl)c1)C1CCCC1	-20.3	4.0	42.0	5.2	19.7	26.7	-7.0	-0.6
34	Cc1ccc(S(=O)(=O)NCc2ccc(C(=O)NCCc3ccc(S(N)(=O)=O)cc3)cc2)cc1	-30.6	0.9	15.9	-1.7	4.4	3.7	-30.1	-36.5
35	CC(=O)N/C(=C/c1ccc2c(c1)OCO2)C(=O)NCCO	8.3	-3.4	2.8	-1.5	-13.8	-1.2	16.2	2.3
36	CC(=O)c1cccc(NC(=O)C2CCCCC2)c1	-24.5	-3.3	18.0	0.8	7.5	22.3	-17.7	-4.9
37	COC(=O)CCC(=O)OC1(C)C(=O)C2=CN(CCc3c[nH]c4ccccc34)C(c3ccc(OC)cc3)=CC2=C(Br)C1=O (centres undefined)	5.8	2.5	8.6	1.8	-9.9	0.3	19.4	-6.8
38	COC(=O)c1cc2c(cc1N)OCCO2	11.7	0.8	8.6	0.8	8.5	3.4	15.4	6.8
39	COc1cc(CN2CC(=O)N(c3ccc(C)c(Cl)c3)C2=S)cc(OC)c1OC	6.6	-2.9	28.5	0.6	7.6	31.3	1.7	-0.2
40	COc1cc(NC(=O)Cn2cnc3ccccc3c2=O)c(OC)cc1Cl	16.3	-4.6	-8.3	3.2	13.8	8.4	5.1	-0.6
41	C#CCN1C(=O)C2C(C(=O)NC)C3C=CC2(O3)C1C(=O)NCc1ccc(OC)cc1 (centres undefined)	8.2	-1.4	13.6	0.9	-0.1	8.5	2.8	-0.6
42	CCc1nc(N2CCC(C)CC2)c2oc3ccccc3c2n1	-2.2	-0.1	45.3	2.4	35.2	38.3	7.5	2.3
43	CC(C)(C)N(NS(=O)(=O)c1ccc(F)cc1)c1ccccc1	5.0	2.9	5.0	2.4	-5.2	4.7	-12.4	-12.2
44	CCOC(=O)N1CCN(C(=S)Nc2cc(S(=O)(=O)N3CCOCC3)ccc2Cl)CC1	-6.7	0.2	8.8	-1.0	8.4	11.1	21.3	18.3
45	Cc1ccc(C(=O)N2CCC(Cc3ccccc3)CC2)cc1S(=O)(=O)N1CCOCC1	-19.4	-0.6	31.8	0.2	12.0	10.8	25.5	19.6
46	Cc1ccc(NC(=O)CN2C(=O)NC3(CCc4ccccc43)C2=O)cc1S(=O)(=O)N1CCCCC1 (centres undefined)	-6.0	-1.9	0.4	-1.7	-2.2	0.1	-3.9	2.1
47	CCOC(=O)N1CCN(C(=O)c2ccc3c(=O)n(-c4ccc(OC)cc4)c(=S)[nH]c3c2)CC1	21.4	2.3	-16.5	1.5	-39.6	-7.4	68.6*	-4.8
48	COCCNS(=O)(=O)c1ccc(OCC(=O)N2CCc3ccccc3C2)c(Cl)c1	-47.8	-3.3	22.3	-0.9	7.7	14.0	7.2	-34.8
49	Cn1c(=O)c(=O)n(C)c2cc(S(=O)(=O)CCC(=O)Nc3cccc(C(F)(F)F)c3)ccc21	1.7	0.7	1.3	1.4	-7.7	-1.3	3.8	-1.4
50	Cc1ccc(NC(=O)C(=O)NCCN2CCN(Cc3ccc([N+](=O)[O-])cc3)CC2)cc1	-11.9	-2.4	0.1	0.1	12.8	11.3	23.8	34.4
51	CCN(CC)CC(=O)Nc1c2c(nc3ccccc13)N(C)CC2	9.6	-5.7	-10.5	-1.2	-6.7	-26.7	30.5	-10.9
52	Cc1nc(-c2cccc(NC(=O)Cc3ccccc3)c2)cs1	-7.1	2.8	29.1	-0.9	11.7	25.3	1.4	-8.3
53	COc1cccc(CNC(=O)c2ccccc2-c2ccccc2)c1	-15.1	-6.6	2.1	2.2	-4.1	-8.8	12.6	-5.5
54	Cc1ccc(N/C=C/C(=O)c2ccco2)c(O)c1	-56.4	-1.6	-13.8	1.1	5.5	-7.3	-18.5	-149.0
55	O=C(CN1C(=O)COc2ccccc21)N(Cc1cccnc1)Cc1ccccc1F	-13.7	1.2	19.4	-0.9	16.0	25.0	-13.0	-8.0
56	CCC(C)(C)C1CCc2[nH]nc(C(=O)NC3CCCCC3)c2C1 (centres undefined)	-101.2	7.2	40.8	6.3	28.5	29.7	21.5	-59.6
57	Cc1ccccc1C1NC(=O)Cc2ccccc21 (centres undefined)	6.3	-0.6	-2.0	-1.7	3.1	-7.6	12.3	8.4
58	O=C(Nc1cccnc1)c1ccc([N+](=O)[O-])o1	12.9	3.6	9.9	19.7	-29.3	-4.9	20.2	10.1
59	CC(Sc1nnc(Cc2cccs2)n1C1CCCCC1)C(=O)N1CCc2ccccc21 (centres undefined)	-51.7	-5.3	39.5	-0.8	28.6	33.2	12.8	-2.5
60	Cc1nn(C)c(C(=O)NC2C3CC4CC(C3)CC2C4)c1Cl (centres undefined)	-10.3	0.6	17.2	0.6	22.3	25.2	-21.6	4.8
